High-throughput results deposited in PubChem BioAssay by several laboratories.
DNMT1 block: human DNMT1 methyltransferase inhibitors, primary screen, biochemical, molecular beacon, fluorescence, HinP1I cleavage, uHTS; AID 588458, 2011; inhibition (reported as % activation of signal), % at 10 µM; DNA (cytosine-5)-methyltransferase 1 (Homo sapiens), P26358; hit rate 0.83% among 360,000; in the data active = inhibition above about 50%
CSN deneddyl inh: inhibitors of CSN-mediated cullin deneddylation, primary screen, biochemical, fluorescence polarization, uHTS; COP9 signalosome complex subunit 5 (Homo sapiens), Q92905; Purified CSN, SCF-Nedd8-OG deneddylation; inhibition, % at 12.5 µM; hit rate 0.38% among 360,000; AID 651999, 2013;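 active = pattern-corrected inhibition above about 35%, with an unprinted fluorescence ratio check between 0.5 and 1.5, limit read from the data, passing the limit was not always enough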;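 note: 0% = enzyme with substrate and 100% = substrate without enzyme; some results filed as inactive read as strong as hits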
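Assay system: purified human Csn5 enzyme expressed in HEK293T cells; Input: 0.24 nM Csn5 enzyme, final concentration; Reagent: 10 nM SCFSkp2-Nedd8OG; Compound dosing: 12.5 µM single point; Times: reaction 90 min, room temperature; Technique: fluorescence polarization readout.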
STEP inh: STEP phosphatase inhibitors, primary screen, biochemical, fluorescence intensity, uHTS; AID 588621, 2011; Tyrosine-protein phosphatase non-receptor type 5 (Homo sapiens), P54829; hit rate 0.25% among 360,000; inhibition, % at 20 µM; recombinant STEP, OMFP fluorogenic substrate;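 active = inhibition at 20 µM, scaled per plate between control wells, above about 37%, limit read from the data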;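 note: 0% = DMSO with enzyme and substrate and 100% = substrate only without enzyme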
Target sequence (P54829 whole entry, looked up): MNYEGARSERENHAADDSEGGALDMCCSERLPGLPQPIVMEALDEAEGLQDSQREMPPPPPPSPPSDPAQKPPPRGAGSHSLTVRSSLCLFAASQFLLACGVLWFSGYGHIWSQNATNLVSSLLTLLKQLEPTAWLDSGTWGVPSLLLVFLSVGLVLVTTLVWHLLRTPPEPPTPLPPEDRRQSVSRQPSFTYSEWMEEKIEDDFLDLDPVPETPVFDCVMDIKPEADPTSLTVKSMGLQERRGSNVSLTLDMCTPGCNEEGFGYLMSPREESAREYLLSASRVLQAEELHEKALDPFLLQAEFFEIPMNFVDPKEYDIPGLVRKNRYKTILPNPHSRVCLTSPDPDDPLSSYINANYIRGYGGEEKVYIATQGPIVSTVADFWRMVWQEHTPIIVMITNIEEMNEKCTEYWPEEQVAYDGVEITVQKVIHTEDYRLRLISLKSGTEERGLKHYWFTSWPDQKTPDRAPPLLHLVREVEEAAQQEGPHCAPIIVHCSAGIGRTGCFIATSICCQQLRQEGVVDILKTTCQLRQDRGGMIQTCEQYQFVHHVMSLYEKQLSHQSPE
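System: isolated STEP enzyme; schedule: 20 min enzyme reaction at room temperature, protected from light; medium: Bis-Tris buffer pH 6.0, 2.5 mM DTT, 0.005% Tween 20; signal: fluorescence, 480/540 nm; dosing: single compound dose of 20 µM, 1% DMSO final; also added: OMFP substrate, 25 µM final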
MsrA inhibitor: bovine MsrA enzyme inhibitors, primary screen, biochemical, absorbance, HTS; inhibition, % at 15.5 µM; purified bovine MsrA, absorbance read-out; hit rate 0.75% among 360,000; AID 651718, 2012; Methionine sulfoxide reductase A (Bos taurus); in the data active = inhibition above about 4.5%;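 note: 0% = vehicle wells with enzyme and 100% = reference inhibitor wells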
Rpn11 inh: Rpn11 (PSMD14) deubiquitinase inhibitors, primary screen, biochemical, fluorescence polarization, uHTS. calls only at 20 µM. hit rate 0.59% among 360,000. AID 588493, 2011. human 26S proteasome, Ub4-pepOG fluorescence polarization; 20S core pre-blocked with epoxomicin;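 active = inhibition at 20 µM, scaled to each plate's controls, above about 33%, limit read from the data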
Target sequence (O00487 whole entry, looked up): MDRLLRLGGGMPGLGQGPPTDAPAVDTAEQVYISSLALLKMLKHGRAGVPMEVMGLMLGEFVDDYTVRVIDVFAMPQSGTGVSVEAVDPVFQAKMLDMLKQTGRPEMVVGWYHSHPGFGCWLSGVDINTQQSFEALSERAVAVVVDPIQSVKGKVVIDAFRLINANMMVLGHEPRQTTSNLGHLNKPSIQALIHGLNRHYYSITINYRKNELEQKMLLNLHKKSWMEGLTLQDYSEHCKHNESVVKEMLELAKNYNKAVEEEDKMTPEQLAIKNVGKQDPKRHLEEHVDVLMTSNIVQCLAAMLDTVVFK
LMPTP inh: LMPTP phosphatase inhibitors, primary screen, biochemical, fluorescence intensity, uHTS; hit rate 0.22% among 360,000; AID 651560, 2012; Low molecular weight phosphotyrosine protein phosphatase (Homo sapiens), P24666; recombinant LMPTP-A, OMFP fluorogenic substrate; inhibition, % at 20 µM;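 active = compounds that cut the enzyme signal by at least half of the control window in the single-dose screen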;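 note: plate controls were DMSO wells with enzyme plus substrate for no effect and substrate without enzyme for full effect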
Target sequence (P24666 whole entry, looked up): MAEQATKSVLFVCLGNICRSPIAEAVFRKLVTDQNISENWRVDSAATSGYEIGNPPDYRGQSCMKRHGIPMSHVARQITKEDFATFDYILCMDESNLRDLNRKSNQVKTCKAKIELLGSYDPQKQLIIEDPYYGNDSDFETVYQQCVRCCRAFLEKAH
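material = LMPTP-A | quantity = 0.625 nM enzyme | reagent = OMFP substrate, 400 µM final | buffer or medium = Bis-Tris pH 6.0, DTT, detergent | detection = endpoint fluorescence intensity from OMFP dephosphorylation | dosing = single 20 µM dose | read-out basis = % inhibition relative to no-enzyme and uninhibited control wells | control set = no-enzyme and uninhibited controls | timing = 50 min at room temperature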
Scp-1 inhibitor: Scp-1 phosphatase inhibitors, primary screen, biochemical, colorimetric, uHTS; Carboxy-terminal domain RNA polymerase II polypeptide A small phosphatase 1 (Homo …; Recombinant Scp1, phosphopeptide, malachite green phosphate absorbance; inhibition, % at 20 µM; hit rate 0.88% among 340,000;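 active = inhibition above about 50% at 20 µM, limit read from the data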;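 note: plate controls were DMSO wells with enzyme for no effect and wells lacking enzyme for full effect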
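System: truncated SCP-1 phosphatase (76-261aa); medium: Tris acetate buffer pH 5.5 with MgCl2 and Tween-20; incubation: 45 min room-temperature reaction, 5 min colour, 30 min stabiliser; compound: single 20 µM dose, 1% DMSO; reagent: Phosphorylated 17-residue peptide substrate; read-out: % inhibition at 20 µM; technique: colorimetric free-phosphate detection, absorbance 630 nm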
SUMO1 PPI mod: modulators of SUMO1 protein-protein interactions, primary screen, biochemical, uHTS; hit rate 0.33% among 360,000; SUMO1 binding to a labelled peptide, TR-FRET, 1 h; inhibition, % at 20 µM; AID 602429, 2012; in the data active = inhibition above about 37%
NadD inh: inhibitors of S. aureus NadD, primary screen, biochemical, colorimetric, uHTS; Nicotinate-nucleotide adenylyltransferase NadD (Staphylococcus aureus N315); purified NadD enzyme, colorimetric absorbance read-out; inhibition, % at 20 µM; hit rate 0.78% among 360,000; AID 602399, 2012; in the data active = inhibition above about 26%; note: some compounds past the cut are filed as inactive
Tb MetRS inh: T. brucei MetRS inhibitors, primary screen, biochemical, luminescence; methionyl-tRNA synthetase (Trypanosoma brucei brucei); purified T. brucei MetRS, ATP depletion, Kinase-Glo luminescence; inhibition, % at 11.9 µM; hit rate 0.4% among 360,000; AID 624268, 2012;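 active = inhibition above a per-plate cutoff of the control wells' mean inhibition plus 3 SD, cut at about 5.5% in these data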;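 note: 0% = DMSO wells median and 100% = median of wells with control inhibitor compound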
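technique = Kinase-Glo luminescence, ATP depletion format | system = purified MetRS (methionyl-tRNA synthetase) enzyme from Trypanosoma brucei | timing = 15 min preincubation, 2 h reaction, all 25 °C | evaluation = percent inhibition versus plate control medians | dosing = single dose, 11.9 µM final nominal, 0.9% final DMSO | also added = substrates ATP, L-methionine and bulk Escherichia coli tRNA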
Starred values were filed as active, the others as inactive; i = inactive; x = not tested or not shown; + = active, no number.

mol | CSN deneddyl inh | Rpn11 inh | SUMO1 PPI mod | Tb MetRS inh | NadD inh | STEP inh | DNMT1 block | MsrA inhibitor | LMPTP inh | Scp-1 inhibitor
COc1ccc(/C=N/n2cnnc2SCc2ccc(OC)cc2)cc1 | -7 | i | -3 | -0.8 | 7 | 3 | -4 | 0.9 | 1.1 | -13
COCCn1c(SCC(=O)N2CCCCCC2)nc2c([nH]c3ccccc32)c1=O | 3 | i | -6 | -0.1 | 7 | 0 | 0 | -0.5 | 1.1 | -13
Cc1ccc(SCC(=O)OCC(=O)N(CCC#N)c2ccccc2)cc1 | 2 | i | 37 | -0.2 | 2 | -2 | 0 | 0.1 | -0.9 | -7
Cc1ccc2c(C)c(C(=O)NCC(C)(C)N3CCOCC3)oc2c1C | -3 | i | 7 | -0.2 | 5 | 2 | -1 | 1.2 | -0.9 | 1
CCOc1cccc(C(=O)Nc2cccnc2)c1 | -2 | i | 0 | 0.2 | 0 | -4 | 0 | -0.6 | -2.5 | 3
COc1ccc(C(=O)N2CCN(CCNC(=O)C(=O)Nc3ccc(F)cc3)CC2)cc1 | -1 | i | 15 | 0.3 | -5 | -1 | 0 | 0.5 | -0.3 | -2
CC(SCc1ccccc1)C(=O)Nc1ccccc1 (centres undefined) | -8 | i | 3 | 0.6 | -5 | -2 | -4 | -0.4 | 0.3 | -8
CCc1cccc(CC)c1N1C(=O)CC(Sc2ccccc2N)C1=O (centres undefined) | -2 | i | 3 | 0.0 | -2 | -1 | 1 | -0.3 | -0.8 | x
COCCOC(=O)C1=C(C)NC2=C(C(=O)CCC2)C1c1ccc2c(c1)OCO2 (centres undefined) | 3 | i | -6 | -0.4 | 2 | 0 | -1 | 0.1 | -1.9 | -7
CCN1CCN(C(c2cccs2)C(C)NS(=O)(=O)c2ccc(Br)cc2)CC1 (centres undefined) | -1 | i | -4 | -0.6 | -8 | 11 | -4 | 1.1 | 0.4 | -8
Cc1ccc(OCCNC(=O)c2ccccc2OCc2c(C)noc2C)cc1 | -1 | i | 1 | -0.2 | -1 | 1 | 13 | 1.0 | -0.5 | -9
NS(=O)(=O)c1ccc(NC(=O)CSc2cn[nH]n2)cc1 | 1 | i | -4 | -0.1 | 6 | 0 | 4 | -1.3 | -2.0 | -1
O=CNC1CCCc2c1[nH]c1ccc(Cl)cc21 (centres undefined) | 1 | i | -4 | 0.0 | -3 | 2 | -12 | -0.7 | 1.2 | -4
CCc1cc(=O)oc2cc(OCC(=O)NCCCN3CCOCC3)c(Cl)cc12 | 2 | i | 7 | -0.1 | -1 | 3 | 0 | 1.9 | -1.0 | -5
O=C(C1CCCCC1)N1C[C@H](n2cc(C3CC3)nn2)[C@@H](O)C[C@@H]1c1ccccc1 | -1 | i | 1 | -0.5 | 4 | 4 | 1 | -1.5 | -0.6 | x
CCCC(C(=O)NC(C)(C)C)N(CC1CCCO1)C(=O)CNS(=O)(=O)c1ccc(F)cc1 (centres undefined) | 3 | i | -5 | 0.1 | 0 | -3 | 0 | -0.9 | 0.0 | -6
Cc1ccccc1CS(=O)(=O)c1ccc(C(=O)N2CCC(C)CC2)cc1[N+](=O)[O-] | -3 | i | -13 | -0.5 | -8 | -3 | -3 | -0.5 | 0.3 | -9
CC(=C/c1ccc(C(C)C)cc1)/C=N/NC(=O)c1ccncc1 | -3 | i | -4 | -1.3 | 2 | 0 | 0 | 0.9 | 0.0 | -1
CCCCn1c(CN2CCN(C(=O)OCC)CC2)nc2c1c(=O)n(C)c(=O)n2C | 2 | i | 2 | -0.6 | 1 | -4 | 1 | 0.1 | -1.8 | -5
Cc1ccc(S(=O)(=O)N2CCC(=O)N(C(COCc3ccc(Cl)cc3)Cc3ccccc3)CC2)cc1 (centres undefined) | 1 | i | 2 | -0.1 | -4 | 2 | -4 | 0.6 | 9.8 | -11
O=C(CC1C(=O)NCCN1Cc1cccc(Oc2ccccc2)c1)NCCc1ccncc1 (centres undefined) | 5 | i | -1 | -0.3 | 3 | -2 | -2 | -1.4 | -2.4 | -3
O=C(c1ccco1)N1CCCN(Cc2nc(-c3cccs3)no2)CC1 | 0 | i | -1 | -1.2 | -4 | 0 | 0 | -0.6 | 1.1 | -2
CCOc1ccc(Br)cc1/C=N/O | -1 | i | -5 | -0.5 | 0 | 4 | 3 | -0.4 | -0.4 | -2
CC(=O)NC(c1ccc(F)c(F)c1)c1nc(-c2ccc3c(c2)OCO3)cs1 (centres undefined) | -1 | i | 0 | -0.3 | -3 | 3 | -3 | 0.4 | 0.2 | x
COc1ccccc1OC(C)C(=O)Nc1nc(-c2ccc(S(=O)(=O)N3CCOCC3)cc2)cs1 (centres undefined) | 5 | i | 0 | 0.1 | 12 | 6 | -13 | 1.0 | 1.0 | -25
Cc1cnc(C(=O)OCC(=O)NC(=O)NC(C)C)cn1 | -12 | i | 3 | 0.1 | -5 | -3 | -1 | -0.8 | -0.7 | 1
S=c1[nH]nc(-c2ccc3ccccc3n2)n1Cc1ccccc1 | -3 | i | -3 | -0.5 | 1 | 1 | 3 | 0.8 | 0.0 | -5
CCC(CC)c1nnc(NC(=O)CCc2ccccc2OC)s1 | 3 | i | 6 | -0.1 | -4 | 0 | 3 | 1.9 | 0.1 | 2
Cc1cc(CCN2CCC(=O)NC2=S)ccc1OC(C)C | 1 | i | 3 | 0.0 | -2 | -1 | -1 | 1.5 | -0.3 | -6
COc1cccc(C2NC(CCSC)(C(=O)O)C3C(=O)N(C(C)C)C(=O)C23)c1O (centres undefined) | -4 | i | -3 | -0.1 | 8 | 1 | 1 | -0.2 | -2.8 | 0
O=c1c2c(-c3ccccc3)csc2nc2n1CCC2 | 1 | i | 4 | -0.3 | -3 | 26 | -1 | 1.9 | 0.7 | 5
CCOC(=O)c1ccc(CNC(=O)Cn2nnc(-c3cccc(C)c3)n2)o1 | -11 | i | -1 | 0.5 | -4 | 0 | -1 | x | 0.0 | x
O=C(CSc1nnc2ccccn12)NNC(=O)c1cccc([N+](=O)[O-])c1 | -1 | i | -25 | -0.2 | -6 | 1 | 6 | 1.1 | -0.6 | -10
O=c1[nH]nc(-c2ccc(F)cc2)cc1Cc1ccccc1 | 2 | i | -10 | -1.1 | -8 | 2 | -1 | 0.6 | -0.7 | -11
COc1ccccc1C(=O)Nc1cc2cc(Br)ccc2oc1=O | 3 | i | -3 | -0.7 | 6 | 0 | 46 | 0.2 | 0.4 | -7
CSc1nnc(C2CCN(CC(=O)Nc3ccccc3N3CCOCC3)CC2)n1C(C)C | -5 | i | 3 | -0.1 | 6 | 0 | -1 | -1.1 | 0.0 | -5
COCCN1CCN(C(=O)c2ccc3oc(CCCc4ccccc4)nc3c2)CC1 | 2 | i | -1 | 0.1 | 1 | 1 | 2 | -0.4 | -0.4 | -7
Cc1ccc(NC(=O)C2C3C=CC4(O3)C2C(=O)N(CCCN2CCCCC2)C4C(=O)NC2CCCCC2)cc1C (centres undefined) | 3 | i | 3 | -0.5 | -6 | 4 | 0 | -0.9 | -1.7 | -5
O=C(c1cccc(F)c1)N1CCN(C(=O)C2CC2)CC1 | 1 | i | -4 | 0.7 | -5 | -2 | -1 | -0.8 | 0.0 | 5
C=CCOC(=O)C1=C[C@H](c2coc3ccccc3c2=O)C[C@H](OCCCCO)O1 | -1 | i | -1 | -0.2 | 0 | -3 | 0 | -0.3 | -2.0 | 1
Cc1ccc(-c2nnc(COC(=O)c3ccco3)o2)cc1 | -3 | i | 1 | -0.6 | 1 | 0 | 2 | -1.1 | -0.1 | -5
COc1ccc(Cl)cc1-c1nc(-c2ccc(Br)o2)no1 | 1 | i | 4 | 0.4 | -1 | 2 | 28 | -0.8 | 2.4 | -10
COc1c2c(cc3oc(CO[C@@H]4O[C@H](CO)[C@@H](O)[C@H](O)[C@H]4O)cc(=O)c13)O[C@H](C(C)(C)O)C2 | 2 | i | -6 | -0.1 | 5 | 1 | 2 | 0.2 | 1.0 | -2
COc1cccc(CNC(=S)Nc2ccc3c(c2)c(=O)n(C)n3Cc2ccc(F)cc2)c1 | -2 | i | 5 | 5.2 | 7 | -2 | -11 | -0.4 | 0.7 | x
Cc1ccc(-n2ncc3c(NNC(=O)c4ccco4)ncnc32)cc1Cl | -2 | i | 2 | -0.1 | 8 | 1 | -2 | 0.5 | 1.4 | -5
CCc1ccc(CNn2cnnc2SCC(=O)NC(C)(C)C)cc1 | 0 | i | -2 | -0.9 | 2 | -2 | -1 | 0.3 | -0.7 | 17
CCN(CC)c1cc(C(F)(F)F)nc(-c2ccccn2)n1 | 0 | + | 0 | -0.3 | 2 | -4 | 2 | 1.7 | -0.6 | 3

Compound profiles, as listed above. Order of screens: CSN deneddyl inh | Rpn11 inh | SUMO1 PPI mod | Tb MetRS inh | NadD inh | STEP inh | DNMT1 block | MsrA inhibitor | LMPTP inh | Scp-1 inhibitor
Listed for O=C(CSc1nnc2ccccn12)NNC(=O)c1cccc([N+](=O)[O-])c1 = -1 | i | -25 | -0.2 | -6 | 1 | 6 | 1.1 | -0.6 | -10
Listed for O=CNC1CCCc2c1[nH]c1ccc(Cl)cc21 (centres undefined) = 1 | i | -4 | 0.0 | -3 | 2 | -12 | -0.7 | 1.2 | -4
